SUMO Mot1 rescue: yeast Mot1-301 growth rescue at high temperature, primary screen, SUMOylation pathway inhibitor project, S. cerevisiae, ATP luminescence, 38.5C; S. cerevisiae Mot1-301 growth rescue; percent above DMSO median, 100 means doubled; growth rescue, % at 18.8 µM; 320,000 tested, 1% active; AID 2716, 2010;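 active = every valid replicate shows activation above 250% relative to neutral control wells; inactive = the rest, any valid replicate at or below 250%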;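 note: OY570 slx delta 5 strain wells were the positive control but not used for scaling; some compounds called inactive have numbers as strong as hits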
AddAB inh: growth inhibition of E. coli expressing H. pylori AddAB, primary screen, AddAB inhibitor project, absorbance; 330,000 tested, 0.29% active; inhibition, % at 11.9 µM; in the data active = inhibition above about 12%;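 note: 0% = vehicle wells of infected cells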
PfHsp90 yeast 2: growth inhibition of PfHsp90-expressing yeast, primary screen, antimalarial PfHsp90 inhibitor project, S. cerevisiae, BacTiter-Glo luminescence, single point, set 2; 310,000 tested, 0.32% active; inhibition, % at 9.4 µM; AID 504621, 2011; BacTiter-Glo ATP, 48 h; yeast lacking PDR1 and PDR3 efflux regulators;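 active = every replicate shows inhibition above about 80%, whatever the replicate mean, limit read from the data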;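 note: 0% = DMSO neutral controls and 100% = 20 µM radicicol positive controls; yeast relying on Plasmodium falciparum Hsp90 in place of its own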
PKA-R1A activ: activators of PKA-R1A holoenzyme, primary screen, biochemical, fluorescence polarization, Cy5-IP20, bovine R1A, mouse PKAc. activation, % at 11.4 µM. AID 504707, 2011. 340,000 tested, 0.083% active. cAMP-dependent protein kinase type I-alpha regulatory subunit (Bos taurus) + …. PKA-R1A dissociation; scaled: DMSO 0%, 113 µM cGMP 100%;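 active = percent activation above the mean of all tested compounds plus 3 SD, cut at about 19% in these data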;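 note: higher means more PKAc released from R1A so a rise in polarization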
DSG3 Ab inh: inhibitors of pemphigus antibody binding to DSG3, primary screen, biochemical, bead-based, flow cytometry, scFv-GFP | Desmoglein-3 (Homo sapiens), P32926 | DSG3-coupled beads, scFv-anti-DSG3-GFP binding; active compounds read low | binding (percent of control), % at 10 µM | 310,000 tested, 0.48% active;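 active = binding more than 3 SD below its plate's average and above zero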;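 note: hits lower antibody fragment binding to DSG3; some compounds called inactive have numbers as strong as hits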
HTR5A ag ctr: HTR5A agonists in luminescence cell assay, primary screen, counter-screen for OPRM1-OPRD1 heterodimer agonist project, full-deck HTS | cell-based | 5-hydroxytryptamine receptor 5A (Homo sapiens), P47898 | activation, % at 9.3 µM | 340,000 tested, 0.61% active; in the data active = activation mostly above about 9.5%, no sharp cut-off; inactive = mostly below about 7.6%;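 note: 0% = cells with vehicle only and 100% = reference agonist; strong numbers were not always called active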
Target sequence (P47898 whole entry, looked up): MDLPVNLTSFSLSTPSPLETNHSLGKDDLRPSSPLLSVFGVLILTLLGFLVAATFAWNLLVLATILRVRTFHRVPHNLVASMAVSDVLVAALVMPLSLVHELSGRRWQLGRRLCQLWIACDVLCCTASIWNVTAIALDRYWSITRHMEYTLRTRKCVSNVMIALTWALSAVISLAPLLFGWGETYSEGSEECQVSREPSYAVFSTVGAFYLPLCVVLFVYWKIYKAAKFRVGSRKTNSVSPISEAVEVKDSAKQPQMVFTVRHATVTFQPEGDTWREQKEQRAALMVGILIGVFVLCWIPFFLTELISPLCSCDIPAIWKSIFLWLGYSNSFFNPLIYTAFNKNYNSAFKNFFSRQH
MOR-DOR ag: agonists of OPRM1-OPRD1 heterodimerization, primary screen, cell-based, luminescence. 340,000 tested, 0.3% active. AID 504326, 2011. cells. activation, % at 9.3 µM. Mu-type opioid receptor (Homo sapiens) + Delta-type opioid receptor (Homo sapiens), …; in the data active = activation above about 18%;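 note: 0% = vehicle-treated cells and 100% = reference agonist; values of inactives mirror those of a sister screen read the other way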
Ecoli viability: E. coli V3065 growth inhibition, primary screen, counter-screen for AddAB inhibitor project, absorbance, OD600. 18 h. inhibition, % at 11.9 µM. AID 449728, 2010. 330,000 tested, 0.27% active;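 active = inhibition above the campaign's mean inhibition across all tested compounds plus 3 SD, cut at about 9.9% in these data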;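 note: uninfected addAB+ strain grown without phage in ampicillin broth; 0% = DMSO wells and 100% = ciprofloxacin 0.95 µg/ml wells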
HTR5A inv ag: HTR5A inverse agonists in luminescence cell assay, primary screen, counter-screen for OPRM1-OPRD1 heterodimer inverse agonist project, full-deck HTS; 5-hydroxytryptamine receptor 5A (Homo sapiens), P47898; HTR5A cell line, inverse agonism; 340,000 tested, 0.083% active; inhibition, % at 9.3 µM; in the data active = inhibition mostly above about 23%, no sharp cut-off; inactive = mostly below about 18%;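 note: 0% = cells with DMSO and 100% = no-cell wells with DMSO; some compounds called inactive have numbers as strong as hits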
OPRM1-OPRD1 inv: inverse agonists of MOR-DOR heterodimerization, primary screen, cell-based, luminescence; 340,000 tested, 0.21% active; Mu-type opioid receptor (Homo sapiens) + Delta-type opioid receptor (Homo sapiens), …; cell-based MOR-DOR heterodimer luminescence, inverse agonism; AID 504357, 2011; inhibition, % at 9.3 µM; in the data active = inhibition above about 22%, passing the limit was not always enough;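 note: 0% = cells with DMSO and 100% = wells without cells with DMSO; values of inactives mirror those of a sister screen read the other way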
phage Ecoli inh: growth loss of phage-infected E. coli, primary screen, RecBCD inhibitor project, absorbance, with phage, HTS; 360,000 tested, 0.26% active; inhibition, % at 11.9 µM; in the data active = inhibition above about 11%
An asterisk follows results filed as active; / = no result given. Compounds as they come; overall some 3.2% were active at least once.

SMILES	SUMO Mot1 rescue	AddAB inh	PfHsp90 yeast 2	PKA-R1A activ	DSG3 Ab inh	HTR5A ag ctr	MOR-DOR ag	Ecoli viability	HTR5A inv ag	OPRM1-OPRD1 inv	phage Ecoli inh
CCN(CC)C(=O)C1=C(C)NC(=S)NC1c1ccc(C)s1 (centres undefined)	113	2.3	13	1	103	-4	-1.5	1.1	11	8	1.0
Cc1cc(C)c(S(=O)(=O)c2ccccc2C)c(Oc2ccccc2)n1	-26	2.7	7	2	104	0	-3.7	1.4	-1	18	0.5
COc1ccc(C(=O)O/N=C(\N)c2ccncc2)cc1OC	-1	4.7	1	-7	124	3	1.8	0.3	-17	-10	2.4
COc1cc(Cl)c(C)cc1NC(=O)CCN1C(=O)NC(C)(C)C1=O	/	/	11	-1	102	0	-4.9	/	9	24	1.1
CC(=O)N(C)c1ccc(OCC(O)CN(Cc2ccco2)S(=O)(=O)c2ccc(C)cc2)cc1 (centres undefined)	-4	1.8	9	0	91	5	-0.6	0.7	-4	4	1.9
CCOC(=O)c1c(S(=O)(=O)NCC(=O)N2CCN(c3ccccc3OC)CC2)c(C)n(C)c1C	15	2.2	-1	4	/	5	-2.3	-0.4	-5	12	1.8
CCOC(=O)c1ccc(Oc2nc(N(C)C)nc(N3CCOCC3)n2)cc1	-1	2.0	4	3	83	2	0.2	0.7	3	-1	2.0
Cc1ccc(C(=O)NCC(=O)NCC(=O)OCc2ccc(Oc3ccc([N+](=O)[O-])cc3)cc2)cc1	-8	1.4	-3	-7	101	0	0.6	1.0	0	-3	-0.4
O=C(COC(=O)CCc1nc2ccccc2c(=O)[nH]1)Nc1ccccc1Cl	291	0.9	23	-2	94	11	-2.2	-0.3	28	11	-1.1
O=C(OCC(O)COc1ccccc1)c1ccc([N+](=O)[O-])cc1 (centres undefined)	-4	0.2	-12	7	106	1	7.3	2.6	-5	-33	1.1
CCOC(=O)c1ccc(N2Cc3ccccc3C2=NC(=O)c2ccncc2)cc1	/	/	-7	-12	101	8	-2.3	/	-20	13	0.2
COc1ccccc1Nc1nc2ccccc2n2cnnc12	-2	1.0	-17	-3	103	4	0.2	0.9	-11	-1	1.5
Cc1ccc(-n2c(=O)[nH]c3c(C(N)=O)nc(C(C)C)nc32)cc1	181	0.0	10	-12	101	2	1.8	0.5	-8	-8	1.7
CCCCNc1ncnc2[nH]ncc12	/	/	/	-2	98	3	-0.9	/	-13	4	-0.2
CC1CCC(C(C)C)C(OC(=O)CSc2nccc(=O)[nH]2)C1 (centres undefined)	-2	0.0	/	5	103	6	-2.9	-3.5	-20	15	0.1
CCN1C(=O)[C@@H]2[C@H](C1=O)[C@@H]1C(=O)Nc3ccccc3C(=O)N1[C@@H]2c1cccc(Cl)c1	1	4.9	18	8	102	4	-0.5	0.8	-13	3	/
O=C(COc1ccccc1Br)N1CCN(c2ccccc2)CC1	-8	-3.8	-13	4	100	-2	1.0	-0.9	-28	-6	3.3
N#C/C(=C(/O)CN1CCN(c2ccccc2F)CC1)c1nc(-c2ccc(Cl)cc2)cs1	-19	0.2	2	-12	60*	3	0.1	-1.6	6	0	-3.6
Cc1[nH]c(=O)[nH]c(=O)c1S(=O)(=O)N1CCCc2ccccc21	-4	2.9	5	-3	94	3	-4.4	1.3	-14	23	-2.6
Cc1sc2nc(C(C)C)nc(SCC(=O)N3CCN(C(=O)c4ccco4)CC3)c2c1C	5	0.8	-18	-2	98	4	0.3	-0.2	-20	-2	0.6
Cc1sc[n+](CC(=O)c2ccc(Br)cc2)c1C	-2	2.0	6	-4	/	1	-1.9	-0.8	10	10	4.2
C/C(=N\NS(=O)(=O)c1ccc(Cl)c([N+](=O)[O-])c1)c1cc2ccccc2o1	14	2.5	/	3	104	3	0.2	-0.8	-8	-1	1.2
COc1cc(NC(=O)Cn2c(=O)n(CC3CCCO3)c(=O)c3ccccc32)cc(OC)c1 (centres undefined)	-19	0.9	4	-9	94	-5	-3.5	-1.4	-6	18	1.1
CN(C)S(=O)(=O)c1ccc(-n2cccc2)cc1	-5	-1.9	/	9	85	-2	-0.8	2.3	5	6	1.2
CCOCCOC(=O)COC(=O)c1ccccc1NC(=O)c1ccccc1	10	0.9	3	0	92	-6	-0.8	1.1	14	4	2.5
Cc1ccc(-c2nc(CN3CCCCC3c3cccc(F)c3)c(C)o2)o1 (centres undefined)	-8	-1.3	-2	-2	102	3	2.3	-3.7	-8	-13	0.8
CCOC(=O)Cn1c2ccc(F)cc2c2nc(C)sc21	5	1.5	/	-4	109	-3	-1.9	-0.6	8	9	0.2
CCN(CCCNC(=O)CNC(=O)c1nn(-c2ccc(OC)cc2)c(=O)c2ccccc12)c1cccc(C)c1	3	2.2	-21	8	100	6	-2.4	-0.2	-1	15	-0.6
CC(C)N1CC(O)=C(c2nc3ccccc3[nH]2)C1=N	-9	-0.3	10	5	112	0	-0.9	-0.9	-16	5	0.8
Cc1c(NS(=O)(=O)c2ccc(NCC3CCCO3)c([N+](=O)[O-])c2)c(=O)n(-c2ccccc2)n1C (centres undefined)	-2	-1.1	19	-2	96	-1	-2.5	1.6	5	13	-0.2
O=C(c1ccc(F)cc1)c1ccc(-c2ccc(F)cc2)nc1	-25	3.0	-2	-5	99	1	6.2	2.1	-3	-29	1.9
Cc1cc(C[n+]2ccccc2)c2nsnc2c1	-15	1.8	-8	-3	97	8	-0.4	1.4	-18	2	2.6
CC(C)=Cc1oc2ccc([N+](=O)[O-])cc2c1N1CCOCC1	-4	3.0	/	-8	107	-3	1.1	0.5	7	-5	1.2
C[C@H]1CCC2[C@](C)(CO)[C@@H](O)CC[C@]2(C)[C@@]12CCC(CO)(CCO)O2 (some centres undefined)	-5	0.2	0	-1	94	-2	-0.4	0.1	8	2	-0.2
CS(=O)(=O)N(CC(=O)NC1CCCCC1)Cc1ccc(F)cc1	323	0.9	9	10	108	0	-1.7	1.6	-15	8	5.1
Cc1cc(C)n(CC(=O)N/N=C/c2cccc([N+](=O)[O-])c2)n1	-5	0.0	20	-1	104	-4	-1.6	0.3	-16	9	3.2

Results in HTR5A ag ctr, HTR5A inv ag and MOR-DOR ag, for some of the entries so far:
| compound | HTR5A ag ctr | HTR5A inv ag | MOR-DOR ag |
| --- | --- | --- | --- |
| C[C@H]1CCC2[C@](C)(CO)[C@@H](O)CC[C@]2(C)[C@@]12CCC(CO)(CCO)O2 (some centres undefined) | -2 | 8 | -0.4 |
| CS(=O)(=O)N(CC(=O)NC1CCCCC1)Cc1ccc(F)cc1 | 0 | -15 | -1.7 |

Going on with the list.
SMILES	SUMO Mot1 rescue	AddAB inh	PfHsp90 yeast 2	PKA-R1A activ	DSG3 Ab inh	HTR5A ag ctr	MOR-DOR ag	Ecoli viability	HTR5A inv ag	OPRM1-OPRD1 inv	phage Ecoli inh
Cc1cc(C(=O)NC2CC(C)(C)Cc3c2cnn3-c2ccccc2)n(C)n1 (centres undefined)	-9	-1.0	-5	5	111	4	-4.6	0.2	4	15	0.7
CCN(CC)CCNC(=O)c1cc(-c2cccnc2)nc2ccc(S(=O)(=O)N3CCC(C)CC3)cc12	157	4.4	15	-2	96	-1	1.8	-0.4	6	-9	0.9
S=C(Nc1cccc(Cl)c1Cl)Nn1cnnc1	74	1.2	-2	-7	101	0	-1.5	3.6	1	9	1.0
Cc1ccc(S(=O)(=O)NC(=O)COc2ccccc2)cc1	-7	2.0	-5	-8	98	-6	-2.4	-2.3	-1	12	3.4
COc1ccc(S(=O)(=O)N2CCc3ccccc32)cc1C(=O)Nc1cc(S(C)(=O)=O)ccc1Cl	/	/	/	2	119	0	0.1	/	-6	0	-2.4
CC1CCN(C(=O)c2ccc(S(=O)(=O)N(C)C)cc2)C(C)C1 (centres undefined)	0	0.4	12	-1	105	3	-1.1	1.6	-27	6	2.6
O=C1OC(Cc2ccccn2)C(O)=C1C1=NCCCCN1 (centres undefined)	-26	1.9	0	1	97	-1	1.8	-1.5	3	-11	2.2
Cc1ccc(Cn2nnc3c(=O)n(CC(=O)NCc4ccc5c(c4)OCO5)cnc32)cc1	-13	-2.0	6	0	101	2	-1.5	0.2	31	9	3.6
CCOc1ccc(C(=O)N/N=C/c2cccc3cccnc23)cc1	-5	2.1	-49	-2	99	-2	1.8	-0.6	-18	-8	3.8
CC1CCN(S(=O)C23CC4CC(CC(C4)C2)C3)CC1 (centres undefined)	5	-0.5	-12	-3	114	-1	-1.7	-0.9	3	10	5.3
CCOc1ccccc1NC(=O)c1cc(=O)c2ccccc2o1	242	4.7	8	-7	95	3	-1.5	0.8	-11	8	1.4
COc1cc(C(=O)Nc2scc(-c3ccc(Br)cc3)c2C(=O)O)cc(OC)c1OC	-4	0.7	-9	4	106	4	-1.9	-1.7	-13	9	2.6
O=C(CC1NCCNC1=O)Nc1ccc2c(c1)OCO2 (centres undefined)	-1	-0.3	-4	-3	100	-3	-0.4	-0.6	6	2	3.9
O=C(Nc1ccc(F)cc1)c1ccc(-n2ccnc2)nc1	-1	2.1	/	11	97	1	1.7	0.0	-3	-8	1.9
O=C(CNC(=O)c1ccc(Br)cc1)N=Nc1c(O)[nH]c2ccc([N+](=O)[O-])cc12	3	3.1	-4	0	35*	9	0.1	1.4	-21	-1	1.0
Cc1ccc(S(=O)(=O)NC2CCCCC2)c2nsnc12	-8	2.9	15	-9	106	0	2.0	3.7	5	-10	3.4
CCN(C[C@H]1N[C@@](C)(C(=O)OC)[C@H]2C(=O)N(C)C(=O)[C@@H]12)C(=O)c1ccc(F)cc1	/	2.2	18	-2	90	-1	-2.4	0.4	5	11	1.9
FC(F)(F)c1ccccc1NC(=S)N1CCN(Cc2ccc3c(c2)OCO3)CC1	/	1.7	2	0	93	-1	0.2	1.6	4	-1	2.6
CCCSc1ccc([C@@H]2[C@@H]3C(=O)N(C)C(=O)[C@@H]3[C@]3(C(=O)OC)CCCN23)cc1OC	3	3.3	3	1	105	1	-0.8	0.7	6	4	/
COc1cc(/C=N/NC(=S)Nc2cccc(S(=O)(=O)N(C)C)c2)cc(OC)c1O	12	-0.7	22	-2	101	-1	0.4	0.7	-17	-2	3.1
CN1CCc2c(sc(NC(=O)CS(=O)(=O)c3ccc(F)cc3)c2C(N)=O)C1	-19	1.7	13	5	99	1	-2.1	0.2	-7	14	1.0

High-throughput results (PubChem)
